Assay outcomes from PubChem BioAssay.
MBNL1-CUG inh = qHTS Assay for Inhibitors of MBNL1-poly(CUG) RNA binding; Muscleblind-like protein 1 (Homo sapiens), Q9NR56; TR-FRET MBNL1-His/biotin-(CUG)12 binding, 665/545 ratio; Potency, µM (series often up to 57.5 µM), without a hit: top-dose activity change, negative = inhibition, actives largely listed as inhibitors; hit rate 0.036% among 280,000; active = well fitted inhibition curve with a large enough effect in the signal ratio, with a control signal flat, not every such curve was filed as active; inconclusive = small, poorly fitted or top-dose-only effect, or effect the other way, or a change in a side signal; inactive = no such curve, though single readings can be large or run the other way; the % refers to the signal ratio; also: % is scaled to controls: 0 for no effect and ±100 for the full control effect
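TR-FRET between His-tagged MBNL1 and biotin-(CUG)12 RNA, detected with Tb anti-His antibody (0.055 ng/ul) and streptavidin-XL665 (5 nM), 60 min at room temperature. Compounds titrated 92 nM to 58 uM; 665/545 nm ratio normalized to buffer and complex controls.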
p53 reactivator = qHTS assay for re-activators of p53 using a Luc reporter; H1299 p53-A138V BP100-luciferase reporter, luminescence, 24 h; Potency, µM (titrated, usually from 92.2 µM), for inactives: at the highest dose activity change, positive = activation, hits mostly activators; hit rate 0.063% among 320,000; also: % of control where 0% means no effect; nearly all actives have a fitted effect of over 45% in size
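H1299 (p53-null), stable ts p53-A138V + BP100-Luc; 1000 cells/well, Opti-MEM/10% FBS; cpd 4 pt, 1:5; 24 h, 37 deg C, 5% CO2; detection reagent 10 min RT; luminescence.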
Gal4-VP16 FLuc = VP16 counterscreen qHTS for inhibitors of ROR gamma transcriptional activity; AID 2546, 2010; Drosophila S2 Gal4-VP16 UAS-luciferase, luminescence, 20 h; hit rate 3.5% among 310,000; Potency, µM (highest dose often 53.6 µM), for inactives: top-dose activity, negative = inhibition, actives largely listed as inhibitors;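 also: Gal4-VP16 expression switched on by copper sulfate through the metallothionein promoter; % is scaled to controls: 0 for no effect and ±100 for the full control effect; nearly all actives have a fitted effect of over 50% in size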
Rab9 promoter act = qHTS Assay for Rab9 Promoter Activators | Huh7 Rab9 promoter-luciferase reporter, luminescence, 24 h | Potency, µM (top dose mostly 9.22 µM), for inactives: at the highest dose activation, negative = inhibition, actives largely listed as activators | hit rate 2.8% among 320,000; also: % of control where 0% means no effect; nearly all actives have a fitted effect of over 60% in size
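Huh7 reporter line, Rab9 promoter upstream of luciferase. Compound exposure 24 h at 37 °C in reduced-serum medium with 10% FBS. Read-out: luminescence.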
NPC1 prom act = qHTS Assay for NPC1 Promoter Activators; Huh7 NPC1 promoter luciferase reporter, 24 h; Potency, µM (top dose mostly 9.22 µM), without a hit: at the top dose activation, hits mostly activators; hit rate 2.4% among 320,000;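 also: % of control where 0% means no effect; nearly all actives have a fitted effect of over 60% in size; reporter is driven by a mutant NPC1 promoter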
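Stably transfected Huh7 (NPC1 promoter→luciferase), 1500 cells/well in Opti-MEM + 10% FBS, 2 h settle, then compound 24 h at 37 °C. Luminescence after 10 min with Amplite reagent.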
FLuc counter = qHTS profiling assay for firefly luciferase inhibitor/activator using purifed enzyme and Km concentrations of substrates (counterscreen for miR-21 project); hit rate 6.9% among 360,000; purified FLuc, Km substrates, luminescence inhibition; Potency, µM (titrated, usually from 57.5 µM), without a hit: at the highest dose activity change, negative = inhibition, hits mostly inhibitors; AID 588342, 2011;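 also: plate controls were vehicle for no effect and reference inhibitor for full effect; nearly all actives have a fitted effect of over 55% in size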
Target sequence (P08659 whole entry, looked up): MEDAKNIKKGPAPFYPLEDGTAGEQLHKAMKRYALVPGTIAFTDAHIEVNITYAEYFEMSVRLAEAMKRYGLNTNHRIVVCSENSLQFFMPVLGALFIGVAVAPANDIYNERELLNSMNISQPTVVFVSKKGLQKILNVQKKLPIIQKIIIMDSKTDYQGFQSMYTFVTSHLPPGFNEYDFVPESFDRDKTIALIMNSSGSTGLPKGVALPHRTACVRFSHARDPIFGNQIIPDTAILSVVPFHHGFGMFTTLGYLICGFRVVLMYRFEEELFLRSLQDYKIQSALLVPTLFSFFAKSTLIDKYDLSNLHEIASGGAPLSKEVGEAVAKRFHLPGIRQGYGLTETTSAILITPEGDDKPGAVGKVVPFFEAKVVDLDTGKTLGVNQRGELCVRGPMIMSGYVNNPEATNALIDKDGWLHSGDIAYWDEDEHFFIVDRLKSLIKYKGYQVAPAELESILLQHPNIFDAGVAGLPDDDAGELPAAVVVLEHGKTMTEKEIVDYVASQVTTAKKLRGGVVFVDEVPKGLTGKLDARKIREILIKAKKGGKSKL
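Biochemical qHTS of compounds, final roughly 60 µM downward over six points, against 10 nM purified firefly luciferase using Km concentrations of substrates (10 uM D-luciferin, 10 uM ATP) in Tris acetate pH 7.5 buffer; luminescence output.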
RORg inh = qHTS for inhibitors of ROR gamma transcriptional activity. Potency, µM (series often up to 53.6 µM), for inactives: at the top dose activity change, negative = inhibition, hits mostly inhibitors. Nuclear receptor ROR-gamma (Mus musculus), P51450. AID 2551, 2010. hit rate 5.4% among 310,000. Drosophila S2 Gal4-RORgamma UAS-luciferase reporter, 20 h; also: % is scaled to controls: 0 for no effect and ±100 for the full control effect; nearly all actives have a fitted effect of over 60% in size
Target sequence (P51450 whole entry, looked up, the tested form may be a part): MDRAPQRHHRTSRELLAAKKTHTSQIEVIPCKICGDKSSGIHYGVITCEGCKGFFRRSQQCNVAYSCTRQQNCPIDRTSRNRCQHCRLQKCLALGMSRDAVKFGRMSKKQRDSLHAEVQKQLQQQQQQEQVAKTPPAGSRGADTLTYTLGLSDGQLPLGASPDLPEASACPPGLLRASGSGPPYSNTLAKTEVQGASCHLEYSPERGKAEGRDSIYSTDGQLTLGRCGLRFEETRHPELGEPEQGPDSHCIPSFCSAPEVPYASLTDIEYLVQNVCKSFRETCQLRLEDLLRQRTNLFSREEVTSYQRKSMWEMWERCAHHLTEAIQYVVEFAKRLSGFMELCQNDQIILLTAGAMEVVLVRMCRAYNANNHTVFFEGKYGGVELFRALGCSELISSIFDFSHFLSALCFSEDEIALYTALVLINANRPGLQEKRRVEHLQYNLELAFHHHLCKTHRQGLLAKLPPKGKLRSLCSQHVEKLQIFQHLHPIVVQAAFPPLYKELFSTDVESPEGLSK
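Stable Schneider cell line, Gal4 DNA-binding domain fused to ROR gamma, UAS-luciferase. Cmpd 1 hr RT → CuSO4 700 uM final → 20 hr RT → luciferase reagent 10 min → luminescence.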
ELG1 genotox = qHTS screen for small molecules that induce genotoxicity in human embryonic kidney (HEK293T) cells expressing luciferase-tagged ELG1; HEK293T ELG1-luciferase reporter, luminescence, 16 h; Potency, µM (doses to about 46 µM), for the others: at the highest dose activity change, positive = activation, hits mostly activators; hit rate 1.3% among 330,000; AID 504466, 2011; also: % of control where 0% means no effect; nearly all actives have a fitted effect of over 60% in size
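Reporter readout depends on ELG1 protein level, which increases with genetic stress. After 16 hr compound exposure at 37 °C, luciferase activity was quantified using ONE-Glo.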
CXXC DNA block = qHTS Fluorescence Polarization Assay for Inhibitors of MLL CXXC domain - DNA interaction. MLL-CXXC / FITC-HOXA9 DNA fluorescence polarization. Potency, µM (titrated, usually from 115 µM), for inactives: at the highest dose activity change, negative = inhibition, actives largely listed as inhibitors. hit rate 0.037% among 290,000; active = well fitted inhibition curve with a large enough effect in the polarisation, with a control signal flat, not every such curve was filed as active; inconclusive = small, poorly fitted or top-dose-only effect, or effect the other way, or a change in a side signal; inactive = no such curve, though single readings can be large or run the other way; the % refers to the polarisation
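Steps: dispense CXXC domain solution (7 uM) → pin compounds or unlabeled HOX-A9 DNA control → 5 min ambient → add FLSN-HOX-A9 solution (50 nM) → spin → 30 min ambient → fluorescence polarization. Tris pH 7.5/NaCl/DTT/BSA buffer.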
BRCA1 expr up = qHTS Assay to Identify Small Molecule Activators of BRCA1 Expression; AID 624202, 2012; MCF7-BRCA1-FFLuc reporter, luminescence, 48 h; response scale: scaled: vehicle 0%, 10 µM genistein 100%; hit rate 1.1% among 380,000; Potency, µM (titrated, usually from 46.1 µM), inactives show top-dose activation, most hits filed as activators; also: nearly all actives have a fitted effect of over 80% in size; some results filed as inactive show a strong effect at the top dose
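Quantitative HTS in MCF7 cells stably reporting BRCA1 expression via firefly luciferase. Compound treatment lasts 48 h at 37 °C in phenol-red free MEM. Activation is expressed relative to genistein at 10 microM and DMSO.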
uPA generation = qHTS for Inhibitors of Cell Surface uPA Generation | cell surface uPA generation assay, qHTS | hit rate 0.31% among 330,000 | Potency, µM (titrated, usually from 38.3 µM), for inactives: top-dose activity change, negative = inhibition, usual class: inhibitors | AID 540303, 2011; active = well fitted inhibition curve with a large enough effect; inconclusive = small, poorly fitted or top-dose-only effect; inactive = no such curve, though single readings can be large or run the other way; tested in mouse RAW 264.7 cells; also: % is scaled to controls: 0 for no effect and ±100 for the full control effect; nearly all actives have a fitted effect of over 55% in size
* marks the source's active call; other numbers are inactive results; & = joins results of further samples; [ ] = dose if it differs, or a comment. Unless noted, calls follow the shape of the dose curve; as a rule, active = well fitted curve in the direction sought with a large enough effect; inconclusive = small, poorly fitted or top-dose-only effect, or another doubt; inactive = no such curve, though single readings can be large; an effect the other way counts as inactive or inconclusive. Potency is read from the fitted curve at half-maximal effect. Only part of the results is shown (hit frequency here may not be typical).

Results for O=C(Nc1c(C(=O)c2ccccc2)oc2ccccc12)c1cc(-c2ccccc2O)n[nH]1 ?
MBNL1-CUG inh: 1.8%; p53 reactivator: -9.5%; Gal4-VP16 FLuc: inconclusive; Rab9 promoter act: -4.9%; NPC1 prom act: -0.5%; FLuc counter: 1.2%; RORg inh: inconclusive; ELG1 genotox: 15.9%; CXXC DNA block: 26.0%; BRCA1 expr up: -40.0%; uPA generation: 2.4%

How did CCOC(=O)C(=O)c1c(C)cc2ccccn12 do in these assays?
MBNL1-CUG inh: inconclusive; p53 reactivator: 0.0%; Gal4-VP16 FLuc: 0.9%; Rab9 promoter act: 14.2%; NPC1 prom act: 5.5%; FLuc counter: inconclusive; RORg inh: 0.6%; ELG1 genotox: 8.1%; CXXC DNA block: 5.2%; BRCA1 expr up: 5.3%; uPA generation: 13.6%

Results for COc1ccc(NC(=O)CSc2nnc(-c3ccc(F)cc3)o2)cn1 ?
p53 reactivator: inconclusive; Rab9 promoter act: inconclusive; NPC1 prom act: inconclusive; FLuc counter: -0.5%; ELG1 genotox: inconclusive; BRCA1 expr up: inconclusive; uPA generation: 8.8%

What do the screens show for `COc1ccc(C(=O)NC(C)c2ccccc2)cc1Br` (configuration not stated)?
MBNL1-CUG inh: -2.2%; p53 reactivator: -3.4%; Gal4-VP16 FLuc: 3.5%; Rab9 promoter act: -0.3%; NPC1 prom act: 0.0%; FLuc counter: -3.2%; RORg inh: 15.3%; ELG1 genotox: -3.6%; CXXC DNA block: 9.3%; BRCA1 expr up: -23.9%; uPA generation: 0.5%

Results for CSCCC(NC(=O)c1ccccc1Br)C(=O)NCc1ccc(F)cc1 (configuration not stated) ?
MBNL1-CUG inh: -6.9%; p53 reactivator: -3.1%; Gal4-VP16 FLuc: -0.5%; Rab9 promoter act: 8.6%; NPC1 prom act: -2.3%; FLuc counter: -2.6%; RORg inh: 3.8%; ELG1 genotox: -3.0%; CXXC DNA block: 15.5%; BRCA1 expr up: 1.8%; uPA generation: -3.9%

Results for CC(CNC(=O)c1ccccc1Cl)c1ccccc1 (configuration not stated) ?
MBNL1-CUG inh: -9.6%; p53 reactivator: 1.4%; Gal4-VP16 FLuc: 12.7%; Rab9 promoter act: inconclusive; NPC1 prom act: inconclusive; FLuc counter: inconclusive; RORg inh: 28.8%; ELG1 genotox: inconclusive; CXXC DNA block: -2.8%; BRCA1 expr up: 0.0%; uPA generation: -6.1%

How did C=CCN1C(=O)c2ccc(C(=O)N(CC)CC(=O)Nc3c(F)cccc3F)cc2C1=O do in these assays?
p53 reactivator: 11.5%; Rab9 promoter act: -3.9%; NPC1 prom act: 1.4%; FLuc counter: 2.7%; ELG1 genotox: 3.6%; BRCA1 expr up: -3.1%; uPA generation: 1.6%

What do the screens show for `Cc1oc(-c2ccccc2Cl)nc1CN1CCCCC1c1cccnc1` (configuration not stated)?
MBNL1-CUG inh: -3.2%; p53 reactivator: -1.9%; Gal4-VP16 FLuc: 10.3%; Rab9 promoter act: -3.1%; NPC1 prom act: 0.7%; FLuc counter: -0.2%; RORg inh: -17.9%; ELG1 genotox: -6.2%; CXXC DNA block: 26.6%; BRCA1 expr up: -1.5%; uPA generation: 9.2%

What do the screens show for `CCn1cc(C2=NCC(C)O2)c2ccccc21` (configuration not stated)?
MBNL1-CUG inh: -17.6%; p53 reactivator: -18.3%; Gal4-VP16 FLuc: inconclusive; Rab9 promoter act: -1.4%; NPC1 prom act: 0.7%; FLuc counter: -0.1%; RORg inh: 17.8µM*; ELG1 genotox: 3.0%; CXXC DNA block: 2.2%; BRCA1 expr up: -33.5%

How did Cc1cccc(NC(=O)/C(C#N)=C\c2ccc(C(=O)O)cc2)c1 do in these assays?
MBNL1-CUG inh: -7.4%; p53 reactivator: 1.9%; Gal4-VP16 FLuc: -17.7%; Rab9 promoter act: -5.2%; NPC1 prom act: -6.2%; FLuc counter: inconclusive; RORg inh: -11.5%; ELG1 genotox: -9.4%; CXXC DNA block: -0.5%; BRCA1 expr up: -16.5%; uPA generation: 2.1%

How did CCCCOC(=O)c1ccc(NC(=O)COC(=O)CSc2nc(C)cc(C)n2)cc1 do in these assays?
MBNL1-CUG inh: 0.4%; p53 reactivator: inconclusive; Gal4-VP16 FLuc: -9.3%; Rab9 promoter act: -3.6%; NPC1 prom act: -0.4%; FLuc counter: inconclusive; RORg inh: 13.2%; ELG1 genotox: 10.1%; CXXC DNA block: -4.2%; BRCA1 expr up: 30.7%; uPA generation: 8.1%

How did CCCc1c(C)[nH]c2nc3ccccc3n2c1=O do in these assays?
MBNL1-CUG inh: 8.4%; p53 reactivator: 18.6%; Gal4-VP16 FLuc: -7.4%; Rab9 promoter act: 12.2%; NPC1 prom act: 25.6%; FLuc counter: inconclusive; RORg inh: -3.5%; ELG1 genotox: 8.5%; CXXC DNA block: 2.3%; BRCA1 expr up: 25.3%; uPA generation: -10.0%

What do the screens show for `COc1ccc(C(=O)N2CCCN(C)CC2)c(OC)c1`?
MBNL1-CUG inh: 5.4%; p53 reactivator: -5.2%; Gal4-VP16 FLuc: -0.6%; Rab9 promoter act: -5.9%; NPC1 prom act: -0.2%; FLuc counter: 0.7%; RORg inh: 21.7%; ELG1 genotox: 0.6%; CXXC DNA block: 1.3%; BRCA1 expr up: -2.8%; uPA generation: -6.1%

Results for O=C(NN=C1CCCC1)c1ccccc1[N+](=O)[O-] ?
MBNL1-CUG inh: inconclusive; p53 reactivator: -60.1%[inhibitor]; Gal4-VP16 FLuc: -11.0%; Rab9 promoter act: 2.8%; NPC1 prom act: -1.5%; FLuc counter: -7.3%; RORg inh: 1.7%; ELG1 genotox: -1.9%; CXXC DNA block: 4.0%; BRCA1 expr up: 4.7%; uPA generation: -0.2%

What do the screens show for `CC1CCCCN1C(=O)CSc1nnc(-c2c[nH]c3ccccc23)o1` (configuration not stated)?
MBNL1-CUG inh: 2.2%; p53 reactivator: 13.4%; Gal4-VP16 FLuc: inconclusive; Rab9 promoter act: inconclusive; NPC1 prom act: 1.3%; FLuc counter: inconclusive; RORg inh: inconclusive; ELG1 genotox: 2.9%; CXXC DNA block: -6.3%; BRCA1 expr up: inconclusive; uPA generation: 2.6%

Results for COC(=O)c1[nH]c2cccc(Cl)c2c1NC(=O)CN(C)C1CCCCC1 ?
MBNL1-CUG inh: 12.0%; p53 reactivator: -32.0%[inhibitor]; Gal4-VP16 FLuc: -29.9%; Rab9 promoter act: -6.6%; NPC1 prom act: -2.5%; FLuc counter: 6.2%; RORg inh: 34.8%; ELG1 genotox: -5.8%; CXXC DNA block: 5.2%; BRCA1 expr up: -34.6%; uPA generation: -6.2%

What do the screens show for `CCc1ccc(CNC(=O)CCn2nc(C)c3c(C)n(-c4ccccc4)nc3c2=O)cc1`?
MBNL1-CUG inh: -2.4%; p53 reactivator: 2.1%; Gal4-VP16 FLuc: 2.7%; Rab9 promoter act: -0.4%; NPC1 prom act: -1.8%; FLuc counter: 2.6%&-4.8%; RORg inh: -8.5%; ELG1 genotox: -0.3%; CXXC DNA block: -1.3%; BRCA1 expr up: -2.9%; uPA generation: 5.8%

What do the screens show for `COc1cccc(NC(=O)CN(C)C(=O)CSc2nc(C)cc(C)n2)c1`?
p53 reactivator: 29.2%; Rab9 promoter act: 0.9%; NPC1 prom act: -1.5%; FLuc counter: 5.2%; ELG1 genotox: -0.3%; BRCA1 expr up: 11.3%; uPA generation: -2.3%

What do the screens show for `NC(=O)C1(N2CCCCC2)CCN(C(=S)Nc2ccccc2)CC1`?
p53 reactivator: 4.1%; Gal4-VP16 FLuc: -4.2%; Rab9 promoter act: 2.4%; NPC1 prom act: -2.0%; FLuc counter: 2.3%; RORg inh: -7.3%; ELG1 genotox: 1.3%; CXXC DNA block: 0.1%; BRCA1 expr up: 3.7%; uPA generation: -1.3%

What do the screens show for `CC(C)(C)N(Cc1ccccc1)C(=O)c1ccncc1`?
MBNL1-CUG inh: -0.4%; Gal4-VP16 FLuc: 1.4%; Rab9 promoter act: 1.9%; NPC1 prom act: 5.2%; FLuc counter: 1.4%; RORg inh: -9.0%; ELG1 genotox: -0.6%; CXXC DNA block: 8.0%; BRCA1 expr up: -2.1%; uPA generation: 19.1%
